Assay outcomes (PubChem)
SIAE primary – human SIAE inhibitors, primary screen, biochemical, fluorescence polarization, FP-Rh probe, 1536-well HTS | SIAE FP-Rh probe binding | inhibition, % at 9.66 µM | Sialate O-acetylesterase (Homo sapiens), Q9HAT2 | AID 1053197, 2014 | 370,000 tested, 0.69% active;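 active = inhibition above a cutoff: mean of compounds within the control limits plus 3 SD of those, cut at about 17% in these data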;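 also: 0% = plate median of compound wells and 100% = probe without SIAE protein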
Target sequence (Q9HAT2 whole entry, looked up): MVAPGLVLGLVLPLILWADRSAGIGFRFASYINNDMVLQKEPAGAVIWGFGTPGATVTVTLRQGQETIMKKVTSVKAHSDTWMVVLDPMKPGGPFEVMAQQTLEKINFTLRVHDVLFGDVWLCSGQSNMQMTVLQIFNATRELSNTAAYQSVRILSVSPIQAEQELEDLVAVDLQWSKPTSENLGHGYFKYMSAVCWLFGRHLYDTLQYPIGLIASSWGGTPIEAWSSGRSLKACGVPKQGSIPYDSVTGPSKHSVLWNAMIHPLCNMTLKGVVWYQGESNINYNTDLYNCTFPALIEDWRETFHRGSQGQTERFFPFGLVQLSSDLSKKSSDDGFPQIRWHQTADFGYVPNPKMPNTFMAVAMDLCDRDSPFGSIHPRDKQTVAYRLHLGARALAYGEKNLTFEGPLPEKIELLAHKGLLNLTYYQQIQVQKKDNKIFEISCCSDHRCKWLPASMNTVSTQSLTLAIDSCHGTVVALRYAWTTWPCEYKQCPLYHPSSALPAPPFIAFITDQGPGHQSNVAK
TCR CD3 inh – inhibitors of human TCR-CD3 interaction, primary screen, biochemical, fluorescence, TAMRA-labeled TCR probe. inhibition, % at 9.4 µM. 360,000 tested, 0.37% active; in the data active = inhibition above about 19%;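 also: recombinant mutant TCR 2C K166C tagged with TAMRA read by polarization; 0% = receptor in buffer alone and 100% = receptor with positive control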
PRMT1 inh – PRMT1 methyltransferase inhibitors, primary screen, biochemical, fluorescence polarization; recombinant PRMT1, activity-based probe fluorescence polarization; 370,000 tested, 1.3% active; Protein arginine N-methyltransferase 1 (Homo sapiens), Q99873; AID 652257, 2013; inhibition, % at 2.79 µM;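 active = inhibition above about 21% made by adding two undisclosed values, limit read from the data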
TDP2 absorb – human TDP2 enzyme inhibitors, primary screen, biochemical, epi absorbance, recombinant enzyme; AID 720702, 2013; Tyrosyl-DNA phosphodiesterase 2 (Homo sapiens), O95551; 370,000 tested, 0.34% active; inhibition, % at 12.8 µM; T5PNP hydrolysis, p-nitrophenol absorbance 415 nm;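 active = inhibition above the mean of all tested compounds plus 3 SD, set per campaign, cut at about 25% in these data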;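 also: 0% = DMSO with enzyme and 100% = buffer with substrate but no TDP2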
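System: recombinant human TDP2 / Amount: 120 nM TDP2 per well / Also added: 5 mM T5PNP chromogenic substrate / Doses: 12.8 µM single point, 1% DMSO / Incubation: 2 h at 37 °C / Detection: p-Nitrophenol epi absorbance / Evaluation: % inhibition relative to enzyme-containing and enzyme-free wells / Repeats: singlicate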
DDE Tn7 FP inh – inhibitors of Tn7 peptide binding to fibrin DD(E), primary screen, biochemical, fluorescence polarization, human fibrin, Tn7 probe; Fibrinogen beta chain (Homo sapiens), P02675; FP displacement of FITC-Tn7 peptide from fibrin DD(E); 0% = median of compound wells per plate; inhibition, % at 8.3 µM; 370,000 tested, 0.13% active;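 active = inhibition above the mean of compounds falling within the control limits plus 3 SD of them, cut at about 14% in these data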;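 also: 0% = plate median of compound wells and 100% = 10 µM Aha-Tn7 peptide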
Target sequence (P02675 whole entry, looked up): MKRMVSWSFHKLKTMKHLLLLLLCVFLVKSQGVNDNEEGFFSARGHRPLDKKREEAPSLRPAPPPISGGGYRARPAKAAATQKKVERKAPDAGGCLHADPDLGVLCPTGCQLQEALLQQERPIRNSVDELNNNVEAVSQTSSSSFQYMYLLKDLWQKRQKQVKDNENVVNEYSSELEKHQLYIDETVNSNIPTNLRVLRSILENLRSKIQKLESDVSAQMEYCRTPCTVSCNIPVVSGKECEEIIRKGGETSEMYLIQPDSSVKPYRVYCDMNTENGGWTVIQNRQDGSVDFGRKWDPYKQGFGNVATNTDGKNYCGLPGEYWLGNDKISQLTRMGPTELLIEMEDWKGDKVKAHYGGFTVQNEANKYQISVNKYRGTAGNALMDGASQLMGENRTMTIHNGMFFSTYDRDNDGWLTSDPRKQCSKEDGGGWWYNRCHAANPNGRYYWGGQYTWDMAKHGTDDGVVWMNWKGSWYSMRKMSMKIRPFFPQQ
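Test system – human fibrin DD(E) · Times – 10 min preincubation, 3 h with tracer, room temperature · Detection – fluorescence polarization of the labelled Tn7 tracer · Measure – percent inhibition normalized to high-control wells · Benchmarks – high control wells with 10 µM unlabelled Aha-Tn7 peptide (full inhibition) · Repeats – singlicate testing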
MBD2 inh – inhibitors of MBD2 binding to methylated DNA, primary screen, biochemical, TR-FRET, DNA-binding domain, human | 370,000 tested, 0.31% active | Methyl-CpG-binding domain protein 2 (Homo sapiens), Q9UBB5 | MBD2 binding to methylated oligonucleotide | inhibition, % at 4.4 µM; in the data active = inhibition above about 13%
KLK7 zymogen act – proKLK7 zymogen activators, primary screen, biochemical, fluorescence intensity; Kallikrein-7 (Homo sapiens), P49862; purified proKLK7, EDANS-DABCYL substrate fluorescence; 100% is mature enzyme control, 0% vehicle; activation, % at 7 µM; 370,000 tested, 0.9% active;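 active = activation above the mean of all tested compounds plus 3 SD, computed per campaign excluding outliers beyond control limits, cut at about 13% in these data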
LEDGF integ inh – blockers of LEDGF/p75-dependent integrase strand transfer – biochemical, TR-FRET, high throughput, primary screen | inhibition, % at 3.7 µM | HIV-1 integrase (with human LEDGF/p75) | AID 743269, 2014 | TR-FRET IN-LEDGF/p75 DNA integration, Eu/Cy5 | 370,000 tested, 0.64% active;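 active = inhibition above the screen-wide mean plus 3 SD, cut at about 13% in these data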;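 also: signal is the Cy5 over europium emission ratio at 671 and 618 nm; 0% = plate median of compound wells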
DDE Tn6 FP inh – inhibitors of Tn6 peptide binding to fibrin DD(E), primary screen, biochemical, fluorescence polarization, human fibrin, Tn6 probe; Fibrinogen beta chain (Homo sapiens), P02675; Fibrin DD(E) TRITC-Tn6 fluorescence polarization displacement; inhibition, % at 8.3 µM; 370,000 tested, 0.21% active; AID 720509, 2013;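 active = inhibition above a per-campaign cutoff: mean of compounds within control limits plus 3 SD, cut at about 15% in these data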;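 also: 0% = median of all compound wells on the plate and 100% = blocking peptide control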
UHRF1 MBD2 ctr – UHRF1 methylated DNA binding inhibitors, primary screen, counter-screen for MBD2 inhibitor project, biochemical, TR-FRET, human UHRF1, single concentration; E3 ubiquitin-protein ligase UHRF1 (Homo sapiens), Q96T88; UHRF1 binding to methylated oligo; inhibition, % at 4.4 µM; 370,000 tested, 0.75% active; AID 687016, 2013; in the data active = inhibition above about 21%;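 also: UHRF1 SRA domain binding a hemimethylated CpG hairpin DNA probe; 0% = median of test compound wells and 100% = reference inhibitor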
Starred values were filed as active, the others as inactive.

Results for COC(=O)c1sc(S(=O)(=O)NC(C)C(=O)O)c(C(=O)OC)c1C (configuration not stated) ?
SIAE primary: 0; TCR CD3 inh: 2; PRMT1 inh: 0; TDP2 absorb: 11; DDE Tn7 FP inh: 0; MBD2 inh: 2; KLK7 zymogen act: 0.2; LEDGF integ inh: 2; DDE Tn6 FP inh: 2; UHRF1 MBD2 ctr: 1

How did COc1cccc(CO[C@H]2C=C[C@@H](c3ccccc3)O[C@@H]2COC(C)=O)c1 do in these assays?
SIAE primary: 0; PRMT1 inh: 6; TDP2 absorb: 3; DDE Tn7 FP inh: 1; MBD2 inh: 0; KLK7 zymogen act: 0.9; LEDGF integ inh: -2; DDE Tn6 FP inh: 5; UHRF1 MBD2 ctr: 1

What do the screens show for `Nc1nc(SCC(=O)Nc2ccc(S(N)(=O)=O)cc2)n[nH]1`?
SIAE primary: 9; TCR CD3 inh: 9; PRMT1 inh: -2; TDP2 absorb: 4; DDE Tn7 FP inh: 2; MBD2 inh: 1; KLK7 zymogen act: -0.3; LEDGF integ inh: 2; DDE Tn6 FP inh: 1; UHRF1 MBD2 ctr: -4

Results for COC(=O)c1cc(C(=O)Nn2cnnc2)cc([N+](=O)[O-])c1 ?
SIAE primary: -4; TCR CD3 inh: 10; PRMT1 inh: -6; TDP2 absorb: -9; DDE Tn7 FP inh: 7; MBD2 inh: -4; KLK7 zymogen act: -0.2; LEDGF integ inh: 5; DDE Tn6 FP inh: -1; UHRF1 MBD2 ctr: 1

How did NC1(C#Cc2ccc3c(=O)c4ccccc4sc3c2)CCCCC1 do in these assays?
SIAE primary: -17; TCR CD3 inh: -1; PRMT1 inh: 0; TDP2 absorb: 1; DDE Tn7 FP inh: -4; MBD2 inh: -1; KLK7 zymogen act: -0.1; LEDGF integ inh: 0; DDE Tn6 FP inh: -5; UHRF1 MBD2 ctr: -3

Results for O=C(NCc1ccco1)c1sc2ccccc2c1Cl ?
SIAE primary: 3; TCR CD3 inh: 0; PRMT1 inh: -2; TDP2 absorb: -1; DDE Tn7 FP inh: -3; MBD2 inh: -1; KLK7 zymogen act: 0.8; LEDGF integ inh: 2; DDE Tn6 FP inh: -2; UHRF1 MBD2 ctr: 1

How did Cc1ccc(C(=O)O/N=C(\N)c2ccccn2)cc1C do in these assays?
SIAE primary: -1; TCR CD3 inh: 1; PRMT1 inh: 0; TDP2 absorb: 14; DDE Tn7 FP inh: -5; MBD2 inh: -1; KLK7 zymogen act: -0.3; LEDGF integ inh: 5; DDE Tn6 FP inh: 1; UHRF1 MBD2 ctr: -3

How did COCCSc1ccccc1C(=O)Nc1cc(C)on1 do in these assays?
SIAE primary: -4; TCR CD3 inh: -3; PRMT1 inh: 26*; TDP2 absorb: 7; DDE Tn7 FP inh: 0; MBD2 inh: 2; KLK7 zymogen act: 0.0; LEDGF integ inh: -2; DDE Tn6 FP inh: 5; UHRF1 MBD2 ctr: 2

Results for Cc1ccc(OC(=O)c2ccc(Br)o2)cc1 ?
SIAE primary: -2; TCR CD3 inh: 8; PRMT1 inh: -2; TDP2 absorb: -13; DDE Tn7 FP inh: -2; MBD2 inh: 4; KLK7 zymogen act: -0.1; LEDGF integ inh: 0; DDE Tn6 FP inh: 9; UHRF1 MBD2 ctr: -3

How did O=C(OCc1nc2ccc(Cl)cc2n1CCO)c1ccccc1C(=O)c1ccccc1 do in these assays?
SIAE primary: 4; TCR CD3 inh: -1; PRMT1 inh: 0; TDP2 absorb: 8; DDE Tn7 FP inh: -6; MBD2 inh: -3; KLK7 zymogen act: 0.6; LEDGF integ inh: -1; DDE Tn6 FP inh: 5; UHRF1 MBD2 ctr: 0

Results for CCOC(=O)CN1C(=O)CN(c2ccc(C)cc2)C1=O ?
SIAE primary: 2; TCR CD3 inh: 1; PRMT1 inh: -1; TDP2 absorb: 16; DDE Tn7 FP inh: -8; MBD2 inh: 4; KLK7 zymogen act: 0.3; LEDGF integ inh: 2; DDE Tn6 FP inh: 1; UHRF1 MBD2 ctr: -1

How did CC(C)C[C@H]1COc2cccc(F)c2S(=O)(=O)N1Cc1cn(Cc2ccc(F)cc2)nn1 do in these assays?
SIAE primary: -4; PRMT1 inh: 1; TDP2 absorb: -8; DDE Tn7 FP inh: -5; MBD2 inh: -3; KLK7 zymogen act: -0.3; LEDGF integ inh: 7; DDE Tn6 FP inh: 4; UHRF1 MBD2 ctr: -2

Results for COCCCN1C(=O)C(CC(=O)NC2CCCC2)CC(C(=O)N(C(C)C)C(C)C)=C1C (configuration not stated) ?
SIAE primary: 2; TCR CD3 inh: -7; PRMT1 inh: 3; TDP2 absorb: 0; DDE Tn7 FP inh: 2; MBD2 inh: 4; KLK7 zymogen act: 0.2; LEDGF integ inh: -2; DDE Tn6 FP inh: 0; UHRF1 MBD2 ctr: -1

What do the screens show for `CC(NC(=O)c1ccccc1)C(=O)NNC(=O)c1ccccc1Cl` (configuration not stated)?
SIAE primary: 0; TCR CD3 inh: -4; PRMT1 inh: -4; TDP2 absorb: 10; DDE Tn7 FP inh: -6; MBD2 inh: 2; KLK7 zymogen act: -0.5; LEDGF integ inh: 0; DDE Tn6 FP inh: 0; UHRF1 MBD2 ctr: -1

Results for CCC(=O)Oc1ccc(C2N(C(=O)CC)CCN2S(=O)(=O)c2ccc(C)cc2)cc1OC (configuration not stated) ?
SIAE primary: 0; TCR CD3 inh: -7; PRMT1 inh: -3; TDP2 absorb: -1; DDE Tn7 FP inh: -1; MBD2 inh: -2; KLK7 zymogen act: 0.3; LEDGF integ inh: 4; DDE Tn6 FP inh: 5; UHRF1 MBD2 ctr: -1

What do the screens show for `Cn1cccc1CNC(=S)Nc1ccccc1F`?
SIAE primary: -1; TCR CD3 inh: -5; PRMT1 inh: -2; TDP2 absorb: -10; DDE Tn7 FP inh: -4; MBD2 inh: 4; KLK7 zymogen act: 0.7; LEDGF integ inh: 6; DDE Tn6 FP inh: -8; UHRF1 MBD2 ctr: 4

Results for O=C1NC(=O)C2C3c4ccccc4C(c4ccccc43)C12 (configuration not stated) ?
SIAE primary: 1; TCR CD3 inh: 1; PRMT1 inh: 0; TDP2 absorb: 8; DDE Tn7 FP inh: 3; MBD2 inh: -6; KLK7 zymogen act: -0.1; LEDGF integ inh: -1; DDE Tn6 FP inh: -1; UHRF1 MBD2 ctr: 3

Results for Cc1cc(C(F)(F)F)n(-c2nc(C(=O)N/N=C/c3ccc(F)cc3)cs2)n1 ?
SIAE primary: -10; TCR CD3 inh: 5; PRMT1 inh: -2; TDP2 absorb: 3; DDE Tn7 FP inh: 0; MBD2 inh: -3; KLK7 zymogen act: -0.9; LEDGF integ inh: -1; DDE Tn6 FP inh: 3; UHRF1 MBD2 ctr: -1

How did COc1cc(OC)c(/C=N/NC(=O)COc2cccc3cccnc23)c(OC)c1 do in these assays?
SIAE primary: 3; TCR CD3 inh: 9; PRMT1 inh: 0; TDP2 absorb: -4; DDE Tn7 FP inh: 3; MBD2 inh: 0; KLK7 zymogen act: 8.5; LEDGF integ inh: -3; DDE Tn6 FP inh: 1; UHRF1 MBD2 ctr: -2

Results for CCOc1ccc(C(=O)NCC(=O)N2CCN(Cc3ccccc3)CC2)cc1 ?
SIAE primary: 4; TCR CD3 inh: 0; PRMT1 inh: 3; TDP2 absorb: 9; DDE Tn7 FP inh: 7; MBD2 inh: -5; KLK7 zymogen act: -0.8; LEDGF integ inh: 0; DDE Tn6 FP inh: 2; UHRF1 MBD2 ctr: -1

Results for O=C(Cn1cc(C(=O)C2CC2)c2ccccc21)NCc1ccc2c(c1)OCO2 ?
SIAE primary: -6; TCR CD3 inh: 0; PRMT1 inh: -1; TDP2 absorb: 4; DDE Tn7 FP inh: 7; MBD2 inh: 6; KLK7 zymogen act: 0.9; LEDGF integ inh: 2; DDE Tn6 FP inh: 7; UHRF1 MBD2 ctr: 2

Results for CC1CN(C(=S)NC2CCCC2)CC(C)O1 (configuration not stated) ?
SIAE primary: -4; TCR CD3 inh: 2; PRMT1 inh: -2; TDP2 absorb: -5; DDE Tn7 FP inh: -2; MBD2 inh: 0; KLK7 zymogen act: 0.3; LEDGF integ inh: -1; DDE Tn6 FP inh: 3; UHRF1 MBD2 ctr: 0

Results for Cc1ccccc1SCC(=O)NCC1(N2CCCCC2)CCCCC1 ?
SIAE primary: 0; TCR CD3 inh: -2; PRMT1 inh: -5; TDP2 absorb: -5; DDE Tn7 FP inh: 2; MBD2 inh: -1; KLK7 zymogen act: 0.1; LEDGF integ inh: 0; DDE Tn6 FP inh: -2; UHRF1 MBD2 ctr: -1

What do the screens show for `CCOc1ccc(CCN2C(=S)N([C@@H](Cc3ccccc3)CN3CCC[C@@H]3CN3C(=S)NC[C@@H]3Cc3ccc(O)cc3)C[C@@H]2CC(C)C)cc1`?
SIAE primary: -19; TCR CD3 inh: 4; PRMT1 inh: -9; TDP2 absorb: 5; DDE Tn7 FP inh: -3; MBD2 inh: -5; KLK7 zymogen act: -0.8; LEDGF integ inh: 4; DDE Tn6 FP inh: -6; UHRF1 MBD2 ctr: -5

What do the screens show for `CC(C(=O)NC1=NCCS1)N1C(=O)c2ccccc2C1=O` (configuration not stated)?
SIAE primary: 3; TCR CD3 inh: 9; PRMT1 inh: 3; TDP2 absorb: -3; DDE Tn7 FP inh: -3; MBD2 inh: 3; KLK7 zymogen act: -0.3; LEDGF integ inh: 1; DDE Tn6 FP inh: -6; UHRF1 MBD2 ctr: 2

What do the screens show for `Cc1ccc(NC(=S)c2nc3ccccc3[nH]2)cc1`?
SIAE primary: -5; TCR CD3 inh: 2; PRMT1 inh: -3; TDP2 absorb: 4; DDE Tn7 FP inh: 5; MBD2 inh: -3; KLK7 zymogen act: -0.5; LEDGF integ inh: 1; DDE Tn6 FP inh: -2; UHRF1 MBD2 ctr: -6
